High-throughput results from PubChem BioAssay.
tim23-1 inh: tim23-1 yeast growth inhibition; inhibition, % at 20 µM; hit rate 1.3% among 330,000; AID 463212; S. cerevisiae tim23-1 growth, BacTiter-Glo luminescence, 24 h;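 active = growth inhibition of the mutant yeast at or above 50%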;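 also: temperature-sensitive mutant grown at 25 °C; plate controls were DMSO-treated mutant yeast for no effect and medium wells lacking yeast for full effect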
XBP1 UPR activ: adaptive UPR (XBP1) activation. hit rate 0.33% among 330,000. CHO-XBP1 luciferase reporter, IRE1-XBP1 UPR activation, luminescence; percent of tunicamycin response, DMSO as zero. activation, % at 20 µM;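 active = versus positive control, 20 µM dose yields 30% or more activation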;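 also: 100% = tunicamycin at 10 µg/mL and 0% = DMSO only wells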
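assay system = CHO-XBP1 luciferase reporter cells | amount = 1000 cells/well | buffer or medium = F12 plus 10% FBS | compound dosing = single point, 20 µM final compound, 1% DMSO | incubation = 16-18 h cell attachment at 37 °C, then 6 h compound exposure | detection = Steady-Glo luminescence read | controls = tunicamycin 10 µg/mL and vehicle-only wells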
UPR CHOP act: apoptotic UPR (CHOP) activation | CHO-CHOP luciferase reporter, luminescence; percent of tunicamycin response over DMSO baseline | activation, % at 10 µM | hit rate 0.34% among 330,000 | AID 449763;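 active = at 10 µM dose, activation of 40% or more, normalized to positive control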;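 also: 100% = tunicamycin at 10 µg/mL and 0% = DMSO alone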
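Assay system: CHO-CHOP cells, stable luciferase reporter of PERK-eIF2a-CHOP signalling / Buffer or medium: F12 plus 10% serum / Compound dosing: one dose, 10 µM in 0.5% DMSO / Times: 6 h compound treatment, 37 °C / Technique: luciferase luminescence / Read-out: % reporter activation, DMSO baseline versus tunicamycin full activation / Benchmarks: tunicamycin and DMSO controls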
CCR6 antagonist: antagonists of human CCR6 receptor; P51684; CHO-K1 CCR6 PathHunter beta-arrestin, luminescence, CCL20-stimulated; inhibition, % at 20 µM; hit rate 0.49% among 340,000;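 active = compounds whose inhibition of the agonist-driven luminescence signal at 20 µM reaches about 50%, limit read from the data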;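 also: cells stimulated with CCL20 at 14 nM final; plate controls were DMSO with CCL20 for no effect and DMSO without agonist for full effect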
Target sequence (P51684 whole entry, looked up): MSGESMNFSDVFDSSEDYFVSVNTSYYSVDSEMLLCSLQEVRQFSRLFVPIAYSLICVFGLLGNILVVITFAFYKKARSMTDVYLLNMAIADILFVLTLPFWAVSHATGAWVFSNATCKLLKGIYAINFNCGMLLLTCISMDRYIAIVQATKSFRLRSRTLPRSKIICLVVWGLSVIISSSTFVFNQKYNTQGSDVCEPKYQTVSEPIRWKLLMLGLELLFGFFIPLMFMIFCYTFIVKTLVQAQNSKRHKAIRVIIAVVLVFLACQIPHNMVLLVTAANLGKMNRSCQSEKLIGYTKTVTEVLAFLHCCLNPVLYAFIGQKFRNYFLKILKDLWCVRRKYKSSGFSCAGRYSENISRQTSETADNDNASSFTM
APJ ag: APJ receptor agonism. CHO-K1 APJ PathHunter beta-arrestin, luminescence; 0% DMSO wells, 100% apelin. activation, % at 20 µM. hit rate 0.11% among 330,000. AID 2520;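 active = activation more than six SD over the plate average, tested at 20 µM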;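 also: 0% = DMSO alone and 100% = apelin-13 at 10 nM; some results filed as inactive read as strong as hits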
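assay system = CHO-K1 APJ beta-arrestin complementation cell line | input = cell density 1000 per well | dosing = compound 20 µM once, DMSO 1% | timing = compound 90 min 25 °C, reagent 1 h | measured by = luminescence from split beta-galactosidase complementation, Galacton Star/Emerald II substrate | read-out basis = APJ agonist activity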
CXCR6 inh: inhibitors of human CXCR6 receptor; O00574; CHO-K1 PathHunter CXCR6 beta-arrestin, luminescence; inhibition, % at 20 µM; hit rate 0.36% among 360,000; AID 602244; in the data active = inhibition above about 34%, passing the limit was not always enough;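 also: antagonist mode with CXCL16 agonist at 10 nM final; 0% = 10 nM CXCL16 with DMSO and 100% = unstimulated wells without agonist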
Target sequence (O00574 whole entry, looked up): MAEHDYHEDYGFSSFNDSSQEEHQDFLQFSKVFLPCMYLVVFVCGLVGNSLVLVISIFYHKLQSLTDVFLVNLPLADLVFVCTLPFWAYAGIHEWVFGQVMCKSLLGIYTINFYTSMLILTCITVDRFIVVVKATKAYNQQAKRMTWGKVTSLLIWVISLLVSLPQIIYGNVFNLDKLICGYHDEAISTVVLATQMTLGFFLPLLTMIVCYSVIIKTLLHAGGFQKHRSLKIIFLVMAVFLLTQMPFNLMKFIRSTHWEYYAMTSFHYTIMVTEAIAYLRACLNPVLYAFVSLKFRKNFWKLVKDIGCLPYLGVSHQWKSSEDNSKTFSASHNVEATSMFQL
APJ antag: blocks the human apelin receptor APJ; P35414; CHO-K1 APJ beta-arrestin complementation, luminescence; inhibition, % at 20 µM; hit rate 0.32% among 330,000;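 active = inhibition above about 40% at 20 µM, limit read from the data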;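 also: cells challenged with 10 nM apelin-13 agonist together with compound; plate controls were apelin-13 plus DMSO wells for no effect and DMSO wells lacking apelin-13 for full effect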
EBI2 antag: antagonists of human EBI2 receptor. hit rate 0.81% among 360,000. inhibition, % at 5 µM. EBI2 beta-arrestin recruitment, luminescence, 7a,25-OHC stimulated; in the data active = inhibition above about 38%;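 also: enzyme fragment complementation signal reports receptor beta-arrestin coupling in cells; 0% = agonist plus DMSO wells and 100% = wells without agonist; some results beyond the cut were filed as inactive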
Target sequence (P32249 whole entry, looked up, the tested form may be a part): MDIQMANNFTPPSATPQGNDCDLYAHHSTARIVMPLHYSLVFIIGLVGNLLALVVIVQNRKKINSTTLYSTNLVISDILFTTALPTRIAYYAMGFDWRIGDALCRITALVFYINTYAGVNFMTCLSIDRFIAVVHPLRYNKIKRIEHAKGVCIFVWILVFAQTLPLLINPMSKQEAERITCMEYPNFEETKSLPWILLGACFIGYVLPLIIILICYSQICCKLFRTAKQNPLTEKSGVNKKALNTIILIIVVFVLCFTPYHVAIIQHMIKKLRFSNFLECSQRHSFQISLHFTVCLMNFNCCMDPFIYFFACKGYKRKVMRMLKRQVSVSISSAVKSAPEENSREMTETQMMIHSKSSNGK
Mdm2-MdmX inh: disrupts the human Mdm2-MdmX interaction; O15151+Q00987; SaOS-2 split-luciferase Mdm2/MdmX complementation, luminescence; inhibition, % at 8 µM; hit rate 3% among 330,000; AID 485346;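 active = inhibition of at least 50% at 8 µM in the primary screen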
The depositor's hits bear a star; . = no result given. These rows are one share of the data; count on the stated rates, not on these rows.

SMILES	tim23-1 inh	XBP1 UPR activ	UPR CHOP act	CCR6 antagonist	APJ ag	CXCR6 inh	APJ antag	EBI2 antag	Mdm2-MdmX inh
CCN(CC)CCNC(=O)c1cc(S(=O)(=O)N2CCc3ccccc32)cn1C	-7	2	-0.7	11	3	0	14	4	25
C[C@H](CO)N1C[C@H](C)[C@@H](CN(C)S(=O)(=O)c2cn(C)cn2)Oc2ccc(NC(=O)Cn3cnnn3)cc2C1=O	8	1	0.8	-5	-2	0	18	-5	5
Cc1cc(-c2nnnn2-c2ccc(C(F)(F)F)cc2)no1	18	0	0.5	1	-3	-7	11	-5	14
CC(CN1CCCC1)C(=O)NN (configuration not stated)	5	-2	2.8	4	-2	-5	3	-3	-22
Cc1ccc(NC(=O)c2cc(NC(=O)c3ccco3)ccc2N2CCCCC2)cc1	17	3	-0.5	4	-2	6	6	18	29
Cc1ccc(NC(=O)CCN2C(=O)NC3(CCCC3)C2=O)cc1	-5	-3	-1.7	-8	0	-3	9	3	26
CCN(CC)CCNC(=O)c1ccccc1N	7	-1	-1.0	-17	-3	-29	14	-4	6
CCCc1ccc(C(=O)/C=C/N(C)C)cc1	36	-2	0.0	5	-1	-6	-16	-7	-50
CCOC(=O)NC(NCc1cccc(C(F)(F)F)c1)(C(F)(F)F)C(F)(F)F	10	-4	-0.3	21	1	-6	3	-7	-10
CCC(C(=O)N1CCOCC1)n1c2ccccc2c2nc(=O)cc(C)n21 (configuration not stated)	2	-1	-1.7	16	-1	1	24	-1	20
Cc1c(Cc2ccccc2)c(=O)n2c([nH]c3ccccc32)c1C#N	27	-1	-1.3	4	2	-4	-24	-3	61*
CCN(Cc1ccccc1)S(=O)(=O)c1cc(C(=O)NCCCN(C)C)ccc1OC	8	-1	-2.9	-9	1	2	-26	-7	8
COc1ccc(/C=N/n2cncn2)cc1Cn1nc(C)c([N+](=O)[O-])c1C	-7	-3	-1.7	14	3	1	-5	0	-8
Cc1cc(C(=O)Nc2nnc(-c3ccccc3)s2)no1	23	0	-0.6	1	-1	1	1	3	-13
c1ccc(-c2csc(Cc3nnc4n3CCCCC4)n2)cc1	2	0	-0.3	-23	-4	-1	4	-7	-9
Cc1cccc(Oc2nc3ccccn3c(=O)c2/C=C(\C#N)C(=O)NC2CCS(=O)(=O)C2)c1C (configuration not stated)	17	-3	1.6	3	-3	5	1	-5	-20
COc1cc(CC(=O)Nc2cccc(SC)c2)cc(OC)c1OC	7	-5	-2.2	6	-3	-7	-3	4	35
O=C(Nc1ccc(F)cc1)C(=O)c1cn(CC(=O)N2CCOCC2)c2ccccc12	4	-1	3.2	15	-1	-5	3	-5	35
CSc1ccc(/C=C(/NC(=O)c2ccccc2)C(=O)N2CCN(C)CC2)cc1	3	-3	-2.0	-4	-4	5	14	2	8
CCOC(=O)C1=C(COC(=O)C(CC)Oc2ccccc2)NC(=O)NC1C (configuration not stated)	10	0	-0.9	14	12	0	-60	11	8
O=S(=O)(NCC(Nc1ccc(Cl)cc1)c1ccccc1)c1ccc(Cl)cc1 (configuration not stated)	3	2	-0.7	4	-2	-13	0	-14	6
CN1CCc2c(sc3c2c(=O)n(-c2ccccc2)c2nnc(SCc4ccccc4)n32)C1	7	3	1.6	0	-4	1	12	-9	17
COCC(C)NC(=O)NC1(C(F)(F)F)Oc2ccc(Cl)cc2O1 (configuration not stated)	27	6	1.8	3	10	-8	-21	-9	3
CC(C)(C)n1cnc2cc(NC(=O)c3ccc(Cl)cc3)ccc21	38	0	3.4	-8	4	-22	2	-7	-209
O=C(NCCc1ccc(Cl)cc1)C1CCCN(S(=O)(=O)c2cnc[nH]2)C1 (configuration not stated)	11	-1	-0.5	8	1	-1	10	5	28
COc1ccccc1C1=NOC(C)(c2nnc(-c3cccc(Cl)c3)o2)C1 (configuration not stated)	18	-2	-0.5	21	2	3	-40	-5	25
O=C(CN1C(=O)C2CC=CCC2C1=O)Nc1ccc(-c2nnc3n2CCCCC3)cc1 (configuration not stated)	7	1	0.8	-1	-2	4	-15	1	2
COc1ccccc1-c1cn(-c2ccccc2)c(=S)[nH]1	32	-5	3.5	3	0	-6	-7	10	6
CCOC(=O)CCC(=O)NNC(=O)COc1ccc(C(C)C)cc1Br	3	-2	1.0	0	-2	2	0	-7	5
O=C(NCc1ccc2c(c1)OCO2)C1Cc2ccccc2CN1C(=O)c1ccco1 (configuration not stated)	7	0	-0.5	11	-2	9	-6	-2	8
COc1ccccc1C(=O)N1CCCC1(C#N)c1ccccc1 (configuration not stated)	15	3	0.1	-19	-1	-6	-4	-2	-11
Clc1ccc(OCCN2CCOCC2)cc1Cl	5	-1	-1.1	-8	-3	-10	3	2	5
Cc1ccc(Nc2nc(-c3sc(NC(=O)c4ccccc4)nc3C)cs2)cc1	-4	1	1.2	6	2	3	17	-3	0
Cc1cc(C)c(C)c(S(=O)(=O)NC(C)C(=O)O)c1C (configuration not stated)	-1	-3	-1.8	-1	-6	8	-13	4	-25
COc1ccc(OCCCC(=O)Nc2ccc(N3CCCCC3)cc2)cc1	-3	-1	2.2	6	1	-2	-4	-9	21
O=S(=O)(Nc1nc2ccccc2nc1Cl)c1ccc(F)cc1	7	-1	0.7	18	-3	4	11	9	10
O=C(CN1C(=O)c2ccccc2C1=O)N1CCN(C2c3ccccc3-c3ccccc32)CC1	8	-1	0.3	0	2	7	-2	8	18
Cc1ccc2c(c1)N(CC(=O)N1CCCCC1)C(=O)CO2	14	-2	-1.1	8	-2	-20	1	8	-4
CC(C)OCCCNC(=O)c1cc(-c2cccnc2)nc2ccccc12	4	1	0.1	-3	-3	-4	18	1	18
Cc1cc(Cl)ccc1OCC(O)CNCCc1ccc(S(N)(=O)=O)cc1 (configuration not stated)	3	3	0.9	6	0	-6	-6	-4	17
CC(=O)NCCOc1ccc2oc3ccccc3c2c1	15	1	4.5	-8	8	-5	15	-4	-52
CC(C)Oc1ccc(C(=O)Nc2ccc(S(=O)(=O)N3CCN(C)CC3)cc2)cc1	-6	-4	-0.8	-4	-4	-3	1	-2	11
O=C(CSc1nnnn1-c1ccc2c(c1)CCC2)NCc1cccs1	38	0	-0.1	5	-5	5	10	3	11
NC(=O)CSc1ccc(F)cc1	-1	-2	0.0	-9	-3	-6	-16	-6	9
C[C@]12CCC(=O)C=C1CC[C@@H]1[C@@H]2C(=O)C[C@@]2(C)[C@H]1CC[C@]2(O)C(=O)CO	-6	-4	0.1	9	4	6	8	2	-5
COc1ccc(NC(=O)C(CCSC)NC(N)=O)cc1Cl (configuration not stated)	4	0	1.8	2	0	-2	4	-7	1
CCOc1ccc(C(C)(C)C)cc1S(=O)(=O)N1CC(C)OC(C)C1 (configuration not stated)	55*	-3	-2.0	19	-7	2	1	0	34
CCOc1ccc(NC(=O)Nc2ccc3c(c2)nc(C)n3C)cc1	13	1	1.0	5	-2	-4	-20	-14	2
Oc1ccc(/C=N/N(c2ccccc2)c2ccccc2)c(O)c1O	40	-7	4.8	.	0	9	-16	4	4
O=C(CCN1C(=O)c2ccccc2C1=O)NCc1ccccc1	12	-1	5.0	-2	1	5	-29	-4	4
CCc1cc(=O)oc2cc(C)cc(OCC(=O)NC3CC3)c12	0	-2	0.0	11	0	9	4	-2	13
O=C(COc1ccc(Cl)cc1Cl)NNC(=S)NC(=O)c1ccco1	12	-3	1.2	17	-6	23	25	7	-5
CCOP(=O)(c1ccc(N(C)C)cc1)C(O)c1cccnc1 (configuration not stated)	-7	0	-2.3	6	2	-3	-19	2	25
Cc1ccc(-c2oc3ccccc3c(=O)c2O)cc1	1	6	6.3	43	-6	52*	-12	6	84*
Cc1ccccc1Cn1nnc(-c2ccc3c(c2)OCO3)n1	16	6	4.2	12	-1	2	-9	1	-26
COc1ccc(OCC(=O)Nc2ccc(N3CCCCC3)cc2)cc1	1	1	-1.8	20	-3	3	-8	13	9
COc1ccc2[nH]c3c(c2c1)CCN1C(=O)C(CC(=O)NC(C)(C)C)C[C@H](C(=O)N2CCOCC2)[C@@]31CCC1CCCC1 (some centres not stated)	18	-2	4.4	1	.	-8	.	-9	12
CN(Cc1cnccn1)C(=O)CC1C(=O)NCCN1Cc1c(F)cccc1Cl (configuration not stated)	3	-1	0.7	-3	-1	7	8	3	4
CCCOc1ccc(NC(=O)CC2C(=O)OCC3CCCCN32)cc1 (configuration not stated)	17	-2	0.0	5	-1	1	9	1	-6
O=C(N/N=C1\C2CN3CCN(C2)CC1(c1ccccc1)C3)c1ccc(F)cc1	7	0	-0.3	6	-2	-3	-16	-11	0

Compound profiles (already shown). Order of values: tim23-1 inh, XBP1 UPR activ, UPR CHOP act, CCR6 antagonist, APJ ag, CXCR6 inh, APJ antag, EBI2 antag, Mdm2-MdmX inh
`Cc1ccc(-c2oc3ccccc3c(=O)c2O)cc1` is listed with 1, 6, 6.3, 43, -6, 52*, -12, 6, 84*
`O=C(CCN1C(=O)c2ccccc2C1=O)NCc1ccccc1` is listed with 12, -1, 5.0, -2, 1, 5, -29, -4, 4
`COc1ccc(OCC(=O)Nc2ccc(N3CCCCC3)cc2)cc1` is listed with 1, 1, -1.8, 20, -3, 3, -8, 13, 9

Continued:
SMILES	tim23-1 inh	XBP1 UPR activ	UPR CHOP act	CCR6 antagonist	APJ ag	CXCR6 inh	APJ antag	EBI2 antag	Mdm2-MdmX inh
COc1ccc(C(=O)Nc2ccc(C(F)(F)F)n(C)c2=O)cc1	9	2	3.9	7	-5	-2	6	4	-55
COc1ccc(NC(=O)CCNC(=O)Cn2cnc3sc4c(c3c2=O)CCCC4)c(OC)c1	9	-2	-0.6	0	-3	2	1	-17	-5
CCOc1ccc2[nH]c3c(NCCN(C)C)ncnc3c2c1	-21	0	0.6	.	-3	-12	1	-10	-2
OC(COCc1ccc2c(c1)OCO2)CN1CCN(Cc2ccccc2)CC1 (configuration not stated)	-12	-3	0.5	-7	0	6	10	-7	5
COc1ccccc1CNC1CCN(Cc2ccccc2)CC1	-3	-2	-1.8	-4	-5	9	20	-1	6
Cc1nc2ccccc2nc1N1CCOCC1	20	-2	-4.1	13	-2	-7	-8	3	7
CCCCOC(=O)c1ccc(NC(=O)C(=O)NCc2ccncc2)cc1	14	-2	1.1	-1	0	-8	-4	-6	10
O=C(CCl)N1N=C(c2ccco2)CC1c1ccco1 (configuration not stated)	19	1	9.4	19	2	1	9	-1	97*
Cc1ccc(C(=O)Sc2cccccc2=O)cc1	89*	0	112*	92*	-9	84*	85*	67*	100*
CC1CC(C)CN(C(=O)c2ccncc2)C1 (configuration not stated)	-5	-3	-1.4	-11	-3	1	4	7	4
